Bioassay records: PubChem BioAssay, several laboratories
Bim-Bcl-XL: inhibitors of Bim-Bcl-XL binding, primary screen, biochemical, multiplexed, bead flow cytometry, human Bcl-XL. 0.04% of 190,000 active. inhibition, % at 10 µM. AID 1007, 2008. Bim peptide-Bcl-XL binding, fluorescence. Bcl-2-like protein 1 (Homo sapiens), Q07817
RGS8-Gao reg: RGS8-Galphao binding modulators, primary screen, biochemical, multiplexed bead flow cytometry; actives lie on both sides; response (percent of control binding), % at 10 µM; 0.34% of 220,000 active; in the data active = response below about 60% or above about 140%; inactive = in between;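 note: Galphao activated as the GDP aluminium fluoride complex binding bead-coupled RGS8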
Target sequence (P09471 whole entry, looked up): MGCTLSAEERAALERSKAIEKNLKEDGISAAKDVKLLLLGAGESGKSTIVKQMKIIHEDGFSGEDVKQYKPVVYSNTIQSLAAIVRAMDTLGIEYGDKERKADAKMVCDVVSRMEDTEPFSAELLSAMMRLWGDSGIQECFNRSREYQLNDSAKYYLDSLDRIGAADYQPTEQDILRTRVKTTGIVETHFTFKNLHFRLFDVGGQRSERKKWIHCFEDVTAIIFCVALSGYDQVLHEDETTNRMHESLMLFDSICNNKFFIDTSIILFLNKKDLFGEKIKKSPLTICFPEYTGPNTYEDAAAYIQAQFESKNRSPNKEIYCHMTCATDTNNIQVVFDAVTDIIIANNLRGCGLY
RGS4-Gao reg: modulators of RGS4 binding to Galphao, primary screen, biochemical, multiplexed bead flow cytometry; 0.33% of 220,000 active; actives lie on both sides; AID 1415, 2008; binding response (% of control), % at 10 µM; in the data active = binding response below about 49% or above about 150%; inactive = in between;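 note: fluorescent Galphao activated with aluminum fluoride binding bead-coupled RGS4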
Bfl-1 Bim block: inhibitors of Bim binding to Bfl-1, primary screen, biochemical, multiplexed, bead-based flow cytometry | Bcl-2-related protein A1 (Homo sapiens), Q16548 | Bim-Bfl-1 binding inhibition | inhibition, % at 10 µM | 0.12% of 190,000 active | AID 1008, 2008;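 note: 0% = wells without compound plus tracer and 100% = blocker peptide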
Mcl1-Noxa inh: Mcl-1/Noxa binding inhibitors, primary screen, biochemical, TR-FRET, 1536-well. Induced myeloid leukemia cell differentiation protein Mcl-1 (Homo sapiens), Q07820. TR-FRET Mcl-1/Noxa peptide binding, 2 h. 1.5% of 220,000 active. inhibition, % at 21.7 µM;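 active = compounds that cut the protein-peptide binding signal by more than 50% relative to plate controls in a single-dose test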;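 note: His-tagged Mcl-1 with rhodamine Noxa BH3 peptide and terbium anti-His antibody; 0% = Mcl-1 plus Noxa peptide wells and 100% = peptide-only wells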
Target sequence (Q07820 whole entry, looked up): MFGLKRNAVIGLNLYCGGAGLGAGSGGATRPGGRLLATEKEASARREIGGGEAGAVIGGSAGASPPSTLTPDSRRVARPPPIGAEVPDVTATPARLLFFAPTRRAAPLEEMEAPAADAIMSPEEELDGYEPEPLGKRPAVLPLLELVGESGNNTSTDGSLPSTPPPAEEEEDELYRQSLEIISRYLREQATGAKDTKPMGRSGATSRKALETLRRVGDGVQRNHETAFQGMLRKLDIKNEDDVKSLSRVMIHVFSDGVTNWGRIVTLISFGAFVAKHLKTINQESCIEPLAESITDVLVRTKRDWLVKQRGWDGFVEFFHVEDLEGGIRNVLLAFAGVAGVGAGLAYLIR
RGS7-Gao: RGS7-Galphao binding modulators, primary screen, biochemical, multiplexed bead flow cytometry; Guanine nucleotide-binding protein G(o) subunit alpha (Homo sapiens), P09471; actives lie on both sides; binding response (% of control), % at 10 µM; 0.35% of 220,000 active; in the data active = binding response below about 49% or above about 150%; inconclusive = no clear call, values can overlap the other calls; inactive = in between;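 note: fluorescent Galphao held in activated GDP-AlF4 state binding bead-coupled RGS7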
Bcl-W Bim block: inhibitors of Bim binding to Bcl-W, primary screen, biochemical, multiplexed, bead-based flow cytometry | Bcl-2-like protein 2 (Homo sapiens), Q92843 | Bim peptide-Bcl-W binding | inhibition, % at 10 µM | 0.02% of 190,000 active;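 note: 0% = bound tracer without compound and 100% = peptide blocker; higher means less fluorescent Bim peptide bound to Bcl-W beads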
Target sequence (Q92843 whole entry, looked up): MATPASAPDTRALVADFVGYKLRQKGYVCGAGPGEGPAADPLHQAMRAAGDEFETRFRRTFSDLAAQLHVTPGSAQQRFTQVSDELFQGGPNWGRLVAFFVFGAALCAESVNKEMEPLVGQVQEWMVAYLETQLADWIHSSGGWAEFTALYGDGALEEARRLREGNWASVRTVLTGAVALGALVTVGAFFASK
Bim-Bcl-2: inhibitors of Bim-Bcl-2 binding, primary screen, biochemical, multiplexed, human Bcl-2 family; 0.06% of 190,000 active; inhibition, % at 10 µM; Apoptosis regulator Bcl-2 (Homo sapiens), P10415; Bead-based flow cytometry, Bim peptide-Bcl-2 binding; AID 950, 2007; in the data active = inhibition above about 40%; inconclusive = no clear call, values can overlap the other calls;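 note: 0% = no compound wells with probe peptide and 100% = reference peptide inhibitor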
Mcl1 Bid PPI: Mcl-1/Bid binding inhibitors, primary screen, biochemical, TR-FRET, 1536-well; Induced myeloid leukemia cell differentiation protein Mcl-1 (Homo sapiens), Q07820; TR-FRET Mcl-1/Bid-Dy647 peptide binding; inhibition, % at 21.7 µM; 0.97% of 220,000 active;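 active = compounds that cut the binding signal by more than half at the single screening dose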;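 note: His-tagged Mcl-1 with europium anti-His antibody binding Bid BH3 peptide; 0% = Mcl-1 plus peptide wells and 100% = peptide-only wells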
Bim-Bcl-B: inhibitors of Bim-Bcl-B binding, primary screen, biochemical, multiplexed, human Bcl-2 family; 0.073% of 190,000 active; AID 951, 2007; inhibition, % at 10 µM; Bcl-2-like protein 10 (Homo sapiens), Q9HD36; bead-based flow cytometry, Bim peptide-Bcl-B binding;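 note: 0% = tracer peptide without compound and 100% = reference inhibitor peptide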
Mcl-1 Bim block: inhibitors of Bim peptide binding to Mcl-1, primary screen, biochemical, bead-based flow cytometry, multiplex; Induced myeloid leukemia cell differentiation protein Mcl-1 (Homo sapiens), Q07820; 0.1% of 190,000 active; inhibition, % at 10 µM; Bim peptide-Mcl-1 binding;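 note: 0% = no compound tracer wells and 100% = peptide blocker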
Starred values were filed as active, the others as inactive; u = inconclusive; x = not tested or not shown. Cut-off read from the data, not from the text of the source, unless noted: active = inhibition above about 40%.

| mol | Mcl-1 Bim block | Bim-Bcl-2 | Bcl-W Bim block | Bim-Bcl-XL | Mcl1-Noxa inh | RGS4-Gao reg | RGS8-Gao reg | Mcl1 Bid PPI | Bim-Bcl-B | Bfl-1 Bim block | RGS7-Gao |
| --- | --- | --- | --- | --- | --- | --- | --- | --- | --- | --- | --- |
| CCCC(C)C(=O)Nc1nc(C)c(-c2csc(Nc3ccccc3OC)n2)s1 (centres undefined) | 0 | 1 | 0 | -4 | 17 | 104 | 101 | 2 | -2 | 0 | 100 |
| NC(=O)CC(NC(=O)Cc1cccc2ccccc12)c1ccc(NCCc2ccc(F)cc2)c([N+](=O)[O-])c1 (centres undefined) | x | x | x | x | 6 | 101 | 99 | 1 | x | x | u |
| C/C(N)=C(/C#N)C(=O)CSc1nnc(Nc2cccc(C)c2C)s1 | -4 | -8 | 3 | -4 | 47 | 102 | 98 | -28 | -8 | -9 | 95 |
| O=C(Nc1ccc2c(c1)CCC2)c1ccccc1 | -4 | -1 | -3 | -8 | 6 | 101 | 99 | -3 | -3 | -2 | 101 |
| Cc1ccc(C(=O)CSc2nnc3ccccn23)c(C)c1 | -4 | -6 | -2 | -3 | 10 | 101 | 102 | -8 | -2 | -5 | u |
| Cc1cc(Nc2ccccc2)nn1C(=O)c1ccc(Br)cc1 | -4 | -8 | -1 | -6 | 4 | 95 | 94 | -34 | 0 | -2 | 93 |
| CC(C)NC(=O)NNC(=O)c1nn(-c2ccc(F)cc2)ccc1=O | x | x | x | x | 38 | 105 | 103 | -29 | x | x | u |
| CC(=O)Nc1ccc(N/C(N)=N/c2nc(C)cc(C)n2)cc1 | 0 | 0 | 6 | 3 | -7 | 99 | 98 | -26 | 3 | 3 | u |
| Cc1c(CCOC(=O)CC23CC4CC(CC(C4)C2)C3)sc[n+]1Cc1ccccc1 | 2 | 3 | 1 | 0 | 19 | 101 | 101 | 7 | 4 | 1 | 102 |
| COc1cc(CO)ccc1OCc1ccc(Cl)nc1 | x | x | x | x | 3 | 101 | 100 | -21 | x | x | u |
| Cc1ccc(/C=N/NC(=O)c2ccoc2C)s1 | -4 | -6 | -3 | -7 | 1 | 103 | 102 | -13 | -4 | -3 | 105 |
| CC1=C(C(=O)Nc2ccccc2)C(c2ccc(N(C)C)cc2)NC(=O)N1 (centres undefined) | -9 | -13 | -4 | -12 | -9 | 101 | 101 | -8 | -9 | -20 | 100 |
| COC(=O)CSc1ncnc2c1cnn2-c1ccc(C)cc1C | 2 | 0 | 0 | 0 | 9 | 100 | 101 | -23 | 0 | -4 | 104 |
| Cc1ccc(OCC(=O)c2ccc(Cl)s2)c([N+](=O)[O-])n1 | -1 | 0 | 2 | -4 | 49 | 94 | 89 | -105 | -34 | 7 | u |
| Cc1c(N=CN2CCOCC2)c(=O)n(C)c(=O)n1C | 0 | -4 | 3 | -1 | -24 | 98 | 98 | -93 | -4 | -1 | 98 |
| Cn1cnnc1SCC(=O)c1c(N)n(Cc2ccccc2)c(=O)n(C)c1=O | -1 | -1 | 0 | -1 | 2 | 101 | 99 | -10 | -3 | -2 | 98 |
| O=c1[nH]c(N/N=C/c2cc3c(cc2[N+](=O)[O-])OCO3)nc2ccccc12 | x | x | x | x | 43 | 107 | 104 | -2 | x | x | u |
| CCn1c(SCC(=O)NCc2ccco2)nc2c(c1=O)SC(C)C2 (centres undefined) | -1 | -7 | 3 | -4 | 23 | 101 | 100 | -25 | -7 | -5 | 95 |
| COc1ccc(CCN(C)S(=O)(=O)c2ccc(Cl)nc2)cc1OC | -1 | -2 | 0 | 0 | 5 | 104 | 104 | -2 | -1 | -6 | u |
| CC(=C/C(=O)O)/C(=C/c1ccccc1)C(=O)O | -5 | -14 | -4 | -7 | 10 | 104 | 102 | -66 | -7 | -13 | 103 |
| COc1ccc(N=C2SC(CC(=O)Nc3ccccc3)C(=O)N2Cc2ccccn2)cc1 (centres undefined) | 2 | -1 | 2 | -2 | 17 | 98 | 102 | -23 | -2 | -2 | u |
| COc1ccc(C2NC(=O)C(C#N)=C(S)N2c2cccc(C)c2)cc1OC (centres undefined) | 0 | -2 | -2 | -2 | 9 | 100 | 106 | -28 | -7 | -5 | 101 |
| Fc1ccc(CNC(=S)NC2CCCC2)cc1 | -6 | -6 | -2 | -8 | 27 | 102 | 103 | -79 | -5 | -2 | 104 |
| COc1ccc(CNC(=O)c2cnc3scc(C)n3c2=O)cc1 | -2 | -7 | -2 | -5 | 4 | 96 | 98 | 0 | -4 | -8 | 104 |
| Cc1ccc(C)c(N2CCN(CCCNC(=O)Cn3cccc3C(=O)c3ccccc3)CC2)c1 | -3 | 1 | 1 | -1 | 1 | 93 | 96 | -75 | -5 | -5 | 91 |
| CCc1nc2ccccc2n1CC(=O)Nc1cc(C)on1 | 0 | 0 | -3 | -4 | -5 | 90 | 96 | -4 | -4 | -7 | 98 |
| CC(=O)COC(=O)C1CC(=O)N(c2ccc(C)c(C)c2)C1 (centres undefined) | 0 | -2 | 0 | -2 | 16 | 98 | 98 | -14 | -5 | -6 | 96 |
| C(#CCN1CCOCC1)COCCCOC(c1ccccc1)c1ccccc1 | -1 | -8 | 1 | -6 | -1 | 103 | 97 | 8 | -9 | -14 | 99 |
| CCOc1cc(C2C(C#N)=C(N)SC(N)=C2C#N)ccc1OCCN1CCOCC1 | -15 | -54 | -10 | -12 | 50 | 105 | 104 | -17 | -58 | -20 | 102 |
| Cn1cnnc1SCc1ccc(C#N)cc1 | 2 | 2 | 7 | -14 | -1 | 91 | 92 | -5 | 1 | 3 | 98 |
| Cc1ccc(C(=O)NNC(=O)c2cccnc2SCc2cccc([N+](=O)[O-])c2)cc1 | -2 | -7 | -4 | -7 | 9 | 97 | 101 | -20 | -11 | -14 | 101 |
| CCN1C(=O)/C(=C\N2CCN(c3ccccc3)CC2)SC1=S | -1 | -5 | -5 | -8 | 3 | 102 | 101 | -31 | -9 | -16 | 100 |
| CCCN1CN(Cc2ccccc2)CNC1=S | 15 | 1 | 0 | -3 | 8 | 108 | 103 | -66 | -3 | 0 | 109 |
| COC(=O)CSC(=S)N1C(C)CCCC1C (centres undefined) | -2 | -1 | 1 | -6 | -1 | 100 | 104 | -40 | -6 | -3 | 100 |
| Cc1ccc(NC(=O)CSc2nnc(Cn3c(=O)sc4ccccc43)n2C)cc1Cl | -6 | -6 | -7 | -10 | -6 | 102 | 102 | -6 | -15 | -4 | 101 |
| Cc1cc(Nc2ccc(F)cc2C)n2nc(C)nc2n1 | 2 | -1 | 1 | -6 | 6 | 99 | 102 | -23 | -1 | -2 | 105 |
| CNC(=S)NNC(=O)c1sccc1OCc1ccccc1 | -1 | -2 | 4 | 3 | 2 | 101 | 99 | -48 | -25 | 9 | 99 |
| NC(=O)/C(=N\OC(=O)c1ccco1)c1nc(-c2ccc(Br)cc2)cs1 | -3 | 2 | -2 | 0 | 15 | 90 | 90 | -26 | 1 | -9 | 88 |
| Cc1ccc2c(Cl)cc(Cl)c(OCC(=O)Nc3cc(C)on3)c2n1 | -1 | -5 | 1 | -4 | x | 103 | 106 | 32 | -2 | -12 | 98 |
| CCOC(=O)c1c(C)oc2c1c(C=NC1CCS(=O)(=O)C1)c(O)c1ccccc12 (centres undefined) | 6 | -3 | 3 | -3 | 20 | 95 | 97 | 36 | -3 | -4 | 96 |
| Cc1nn(C)c(C)c1CN(C)C(=O)c1cc2n(n1)C(C(F)(F)F)CC(c1cccs1)N2 (centres undefined) | 0 | -8 | 0 | -4 | 16 | 104 | 102 | -19 | -10 | -17 | 100 |
| CN(Cc1ccccc1)S(=O)(=O)c1ccc2c(c1)n(C)c(=O)c(=O)n2C | x | x | x | x | -3 | 99 | 100 | -21 | x | x | u |
| Brc1cc2c(cc1/C=N/Nc1nc(N3CCCC3)nc(N3CCOCC3)n1)OCO2 | 3 | 0 | 0 | -5 | -2 | 109 | 106 | -8 | -1 | -10 | 108 |
| Cn1nnc2cc(C(=O)NCc3ccc4c(c3)OCO4)ccc21 | -2 | -10 | -3 | -7 | 3 | 100 | 101 | -11 | -8 | -18 | 102 |
| Cc1[nH]n(-c2ccccc2)c(=O)c1C=Nc1ccc(S(N)(=O)=O)cc1 | x | x | x | x | 15 | 102 | 101 | -17 | x | x | u |
| Cc1ccc(-c2nnc(Cc3ccc(Cl)cc3)o2)cc1 | 40* | 92* | 35 | 28 | -21 | 87 | 90 | -6 | 87* | 67* | 97 |
| O=C1C(=O)N(CCOCCO)C(c2ccccn2)/C1=C(\O)c1ccccc1 (centres undefined) | -4 | -5 | -6 | -10 | 23 | 97 | 100 | -4 | -7 | -7 | 101 |
| CCOc1ccc2c3c(c(=O)oc2c1OCC)CCCC3 | 1 | 0 | 3 | 1 | -4 | 101 | 101 | -10 | 2 | -1 | 98 |
| COc1ccccc1N1CCN(c2cc(C)nc3nc(C)nn23)CC1 | 0 | -6 | -2 | -7 | -9 | 104 | 105 | -8 | -3 | -8 | 105 |
| CCN(CCC(=O)O)c1ccccc1 | 0 | -1 | 1 | -1 | 18 | 100 | 101 | -43 | -5 | -8 | 104 |
| CCOC(=O)C1CCCN(Cc2nc3ccc([N+](=O)[O-])cc3c(=O)n2-c2ccc(OC)cc2OC)C1 (centres undefined) | -2 | -1 | 2 | -1 | 8 | 100 | 101 | -7 | -2 | -6 | u |
| CC(C)Cn1c(-c2cc([N+](=O)[O-])ccc2Cl)nc2c1c(=O)[nH]c(=O)n2Cc1ccccc1 | -9 | -4 | -7 | -6 | 11 | 101 | 99 | -2 | -6 | -5 | 97 |
